High-throughput results: PubChem, several laboratories
MgcRacGAP inhibition = MgcRacGAP GTPase-activating activity inhibitors, confirmation, biochemical, ADP Hunter fluorescence; MgcRacGAP-stimulated Rac1 GTP hydrolysis, ADP Hunter fluorescence; higher % means a stronger effect; GST-tagged Rac1 F28L mutant substrate; one-dose inhibition, % at 30 µM; IC50 in µM for titrated hits; 340,000 tested, 0.6% active;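 active = first-screen hits whose inhibition reached a set limit at any dose in the follow-up dose series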;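 note: fluorescence reports GDP produced by GAP-driven GTP hydrolysis; strong numbers were not always called active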
GPR55 beta-arrestin = GPR55 agonists via beta-arrestin recruitment, primary screen, imaging, U2OS cells, beta-arrestin-GFP redistribution (AID 1961) | U2OS GPR55 beta-arrestin-GFP redistribution imaging; higher % means a stronger effect | activation, % at 10 µM; hits with a dose series show EC50 in µM | 290,000 tested, 0.048% active;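 active = activation above 40% with more than 50 cells counted in the well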;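 note: U2OS osteosarcoma cells stably expressing GPR55 and beta-arrestin-GFP; plate controls were DMSO negative control for no effect and LPI positive control for full effect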
SV40 large T antigen = SV40 large T antigen inhibitors, biochemical (AID 1903). 310,000 tested, 0.39% active. one-dose inhibition, % at 20 µM; IC50 in µM for titrated hits. SV40 large T antigen ATPase/helicase inhibition assay; higher % means a stronger effect; in the data active = a potency from the dose series; note: strong numbers were not always called active
KOR beta-arrestin-1 = KOR agonists, beta-arrestin recruitment, primary screen, cell-based, luminescence, uHTS (AID 1777) | 280,000 tested, 0.02% active | KOR beta-arrestin recruitment, luminescence; higher % means a stronger effect | Kappa-type opioid receptor (Homo sapiens) | activation, % at 10 µM; hits with a dose series show EC50 in µM; in the data active = activation above about 50%, passing the limit was not always enough; note: a part of the inactive calls stands beside numbers as strong as those of hits
GPR55 antagonists = GPR55 antagonists blocking LPI-driven arrestin recruitment, primary screen, imaging, U2OS, beta-arrestin-GFP, LPI agonist (AID 2013) | U2OS GPR55 beta-arrestin-GFP translocation imaging, LPI antagonism; higher % means a stronger effect | 290,000 tested, 0.13% active | G-protein coupled receptor 55 (Homo sapiens) | one-dose inhibition, % at 10 µM; IC50 in µM for titrated hits;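 active = spots per cell inhibited over 60%, with over 100 cells counted and total cytoplasm intensity under 500,000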;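 note: U2OS cells stably carrying GPR55 and arrestin-GFP stimulated by 5 µM LPI near EC80; imaged beta-arrestin-GFP aggregate spots per cell after agonist stimulation; plate controls were LPI-stimulated DMSO wells for no effect and DMSO wells without LPI for full effect; some results filed as inactive read as strong as hits; confirmed hits need IC50 under 10 µM and bright autofluorescent wells are also inconclusive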
KOR beta-arrestin-2 = KOR antagonists, beta-arrestin recruitment, cell-based, luminescence, uHTS (AID 1778); KOR beta-arrestin recruitment, luminescence, antagonist mode; higher % means a stronger effect; Kappa-type opioid receptor (Homo sapiens); one-dose inhibition, % at 10 µM; IC50 in µM for titrated hits; 290,000 tested, 0.091% active; note: strong numbers were not always called active
NOD1 NF-kB reporter = NOD1 signaling inhibitors, primary screen, cell-based, luminescence, uHTS (AID 1578); 290,000 tested, 1% active; NOD1-driven NF-kB luciferase reporter cells, luminescence; higher % means a stronger effect; one-dose inhibition, % at 4 µM; EC50 in µM for titrated hits; in the data active = inhibition mostly above about 36%, no sharp cut-off; inactive = mostly below about 34%;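 note: HEK-293T reporter cells stimulated with the NOD1 agonist gamma-tri-DAP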
NOD2 inhibition = NOD2 signaling inhibitors, cell-based, luminescence, uHTS, HEK293 (AID 1566); HEK293 NOD2/NF-kB luciferase reporter, luminescence; higher % means a stronger effect; one-dose inhibition, % at 4 µM; EC50 in µM for titrated hits; 290,000 tested, 0.63% active; note: many of its hits are not listed in these tables
HIV peptide binding = inhibitors of HIV fusion peptide binding, primary screen, biochemical, uHTS, fluorescence dequenching (AID 1986); cell-free peptide binding, fluorescence dequenching, 30 min; higher % means a stronger effect; 290,000 tested, 0.3% active; inhibition, % at 20 µM; hits with a dose series show IC50 in µM; in the data active = inhibition mostly above about 52%, no sharp cut-off; inactive = mostly below about 76%; note: some results filed as inactive read as strong as hits
* = called active by the depositor. Cut-off read from the data, not from the text of the source, unless noted: active = inhibition above about 50%; inactive = the rest. A portion of the library, so the mix of outcomes need not match the whole.

Screening CCS(=O)(=O)Nc1ccc(-c2nnc(SCC(=O)c3ccc(NC(C)=O)c(OC)c3)o2)cc1 returned MgcRacGAP inhibition 5%, GPR55 beta-arrestin -0.3%, SV40 large T antigen 8%, KOR beta-arrestin-1 -8.2%, GPR55 antagonists 5%, KOR beta-arrestin-2 -33%, NOD1 NF-kB reporter 0%, NOD2 inhibition 23% and HIV peptide binding 0.9%.
Screening COc1cccc2cc(C(=O)N3CCc4ccccc43)c(=O)oc12 returned MgcRacGAP inhibition 0%, GPR55 beta-arrestin 0.2%, SV40 large T antigen 7%, KOR beta-arrestin-1 2.9%, GPR55 antagonists -2%, KOR beta-arrestin-2 -5%, NOD1 NF-kB reporter -20%, NOD2 inhibition 2% and HIV peptide binding 1.9%.
`CC(=O)Nc1ccc(NC(=O)Nc2cccc3ccccc23)cc1` gave MgcRacGAP inhibition 4%, GPR55 beta-arrestin -0.1%, SV40 large T antigen 5%, KOR beta-arrestin-1 -1.2%, GPR55 antagonists -1%, KOR beta-arrestin-2 -10%, NOD1 NF-kB reporter -26%, NOD2 inhibition -2% and HIV peptide binding -0.1%.
NC(=O)CC(NC(=O)Cc1cccc2ccccc12)c1ccc(N2CCN(c3ccccc3)CC2)c([N+](=O)[O-])c1 (configuration not stated) was read as MgcRacGAP inhibition 7%, GPR55 beta-arrestin 0.7%, SV40 large T antigen 1%, KOR beta-arrestin-1 -3.1%, GPR55 antagonists 12%, KOR beta-arrestin-2 7%, NOD1 NF-kB reporter -8%, NOD2 inhibition 4% and HIV peptide binding -2.8%.
`CC(C)=CCN1CCN(Cc2nc(-c3ccccc3)cs2)CC1CCO` (configuration not stated) gave MgcRacGAP inhibition 4%, GPR55 beta-arrestin -0.2%, SV40 large T antigen 2%, KOR beta-arrestin-1 -3.4%, GPR55 antagonists -5%, KOR beta-arrestin-2 -5%, NOD1 NF-kB reporter 11%, NOD2 inhibition -16% and HIV peptide binding 0.3%.
Screening CCOc1ccc(N2CC(C(=O)N3CCc4ccccc43)CC2=O)cc1 (configuration not stated) returned MgcRacGAP inhibition 1%, GPR55 beta-arrestin -0.1%, SV40 large T antigen -2%, KOR beta-arrestin-1 0.1%, GPR55 antagonists 3%, KOR beta-arrestin-2 13%, NOD1 NF-kB reporter 18%, NOD2 inhibition -9% and HIV peptide binding -0.3%.
For Clc1ccc(OCc2nc(-c3ccccn3)n[nH]2)cc1 the results were MgcRacGAP inhibition 6%, GPR55 beta-arrestin -0.2%, SV40 large T antigen 5%, KOR beta-arrestin-1 -1.8%, GPR55 antagonists -8%, KOR beta-arrestin-2 8%, NOD1 NF-kB reporter 12%, NOD2 inhibition 7% and HIV peptide binding 1.0%.
For CC(=O)c1sc2nsc(SCCN3CCCCC3)c2c1N the results were GPR55 beta-arrestin -0.2%, SV40 large T antigen 19%, KOR beta-arrestin-1 3.0%, GPR55 antagonists 2%, KOR beta-arrestin-2 -6%, NOD1 NF-kB reporter -1%, NOD2 inhibition 4% and HIV peptide binding -0.3%.
`COc1ccc(C(CNC(=O)c2cccc(Br)c2)N2CCCC2)cc1` (configuration not stated) gave MgcRacGAP inhibition 4%, GPR55 beta-arrestin -0.2%, SV40 large T antigen 38%, KOR beta-arrestin-1 -9.3%, GPR55 antagonists 14%, KOR beta-arrestin-2 34%, NOD1 NF-kB reporter -7%, NOD2 inhibition -8% and HIV peptide binding -0.8%.
`COCCN1C(=O)N(c2ccc(Cl)cc2)C(=O)C1CC(=O)Nc1cc(OC)cc(OC)c1` (configuration not stated) gave MgcRacGAP inhibition 3%, GPR55 beta-arrestin -0.2%, SV40 large T antigen -7%, KOR beta-arrestin-1 -1.6%, GPR55 antagonists -16%, KOR beta-arrestin-2 8%, NOD1 NF-kB reporter 3%, NOD2 inhibition 9% and HIV peptide binding -0.5%.
`CC(C)N(Cc1nc(-c2ccccc2)no1)S(=O)(=O)c1ccccc1` gave MgcRacGAP inhibition -3%, GPR55 beta-arrestin -0.1%, SV40 large T antigen -1%, KOR beta-arrestin-1 -5.6%, GPR55 antagonists 1%, KOR beta-arrestin-2 30%, NOD1 NF-kB reporter 10%, NOD2 inhibition -18% and HIV peptide binding 0.3%.
Cc1ccc(C)c(NC(=O)NNC(=O)c2cc3occc3[nH]2)c1 was read as MgcRacGAP inhibition -2%, GPR55 beta-arrestin -0.2%, SV40 large T antigen 17%, KOR beta-arrestin-1 -0.5%, GPR55 antagonists 2%, KOR beta-arrestin-2 -19%, NOD1 NF-kB reporter -8%, NOD2 inhibition -42% and HIV peptide binding 0.2%.
For COc1cc(NC(=O)c2cc(S(=O)(=O)N3CCc4ccccc43)cn2C)cc(OC)c1OC the results were MgcRacGAP inhibition 6%, GPR55 beta-arrestin -0.1%, SV40 large T antigen 5%, KOR beta-arrestin-1 1.8%, GPR55 antagonists 8%, KOR beta-arrestin-2 -20%, NOD1 NF-kB reporter -30%, NOD2 inhibition 25% and HIV peptide binding 1.6%.
Cc1ccc(S(=O)(=O)N2CCC(C)CC2)cc1C(=O)NCc1ccccn1 was read as MgcRacGAP inhibition 4%, GPR55 beta-arrestin 0.3%, SV40 large T antigen -6%, KOR beta-arrestin-1 0.2%, GPR55 antagonists -44%, KOR beta-arrestin-2 -10%, NOD1 NF-kB reporter 12%, NOD2 inhibition 23% and HIV peptide binding 1.3%.
For Cn1ncc(N=Cc2ccccc2O)c1C(=O)N1CCOCC1 the results were MgcRacGAP inhibition 12%, GPR55 beta-arrestin -0.1%, SV40 large T antigen 11%, KOR beta-arrestin-1 -2.0%, GPR55 antagonists 5%, KOR beta-arrestin-2 8%, NOD1 NF-kB reporter 1%, NOD2 inhibition 0% and HIV peptide binding 2.1%.
`O=C(c1nnc(Cc2ccc(Cl)cc2)o1)N1CCc2ccccc2C1` gave MgcRacGAP inhibition 4%, GPR55 beta-arrestin -0.2%, SV40 large T antigen 0%, KOR beta-arrestin-1 -0.9%, GPR55 antagonists -2%, KOR beta-arrestin-2 -6%, NOD1 NF-kB reporter -23%, NOD2 inhibition 5% and HIV peptide binding 0.9%.
For CC1(C)Cc2c(sc(NC(=O)c3ccc(S(=O)(=O)N4CCCCCC4)cc3)c2C(N)=O)C(C)(C)N1 the results were MgcRacGAP inhibition 12%, GPR55 beta-arrestin 0.0%, SV40 large T antigen 7%, KOR beta-arrestin-1 -3.5%, GPR55 antagonists 28%, KOR beta-arrestin-2 24%, NOD1 NF-kB reporter -21%, NOD2 inhibition 12% and HIV peptide binding 0.2%.
Screening CCCCNC(=O)c1cn(CC)c2ccc(S(=O)(=O)N3CCCC3)cc2c1=O returned GPR55 beta-arrestin -0.1%, SV40 large T antigen 7%, KOR beta-arrestin-1 6.0%, GPR55 antagonists -15%, KOR beta-arrestin-2 -16%, NOD1 NF-kB reporter 27%, NOD2 inhibition 29% and HIV peptide binding 0.0%.
For O=C(c1cnc(N2CCN(c3ncccn3)CC2)c2ccccc12)N1CCN(c2ncccn2)CC1 the results were MgcRacGAP inhibition 4%, GPR55 beta-arrestin 0.3%, SV40 large T antigen 7%, KOR beta-arrestin-1 -1.4%, GPR55 antagonists -2%, KOR beta-arrestin-2 -4%, NOD1 NF-kB reporter 17%, NOD2 inhibition 34% and HIV peptide binding 0.5%.
Screening CCNC(=O)CC1C(=O)N(c2ccccc2)C(=O)N1CCOC (configuration not stated) returned MgcRacGAP inhibition 4%, GPR55 beta-arrestin 0.0%, SV40 large T antigen 26%, KOR beta-arrestin-1 -2.9%, GPR55 antagonists 13%, KOR beta-arrestin-2 3%, NOD1 NF-kB reporter -1%, NOD2 inhibition 14% and HIV peptide binding -1.0%.
CC(C)Nc1nc(NC(N)=S)nc(NC(C)C)n1 was read as MgcRacGAP inhibition 11%, GPR55 beta-arrestin 0.1%, SV40 large T antigen 19%, KOR beta-arrestin-1 -1.1%, GPR55 antagonists -13%, KOR beta-arrestin-2 -36%, NOD1 NF-kB reporter -14%, NOD2 inhibition 11% and HIV peptide binding -0.6%.
For Cn1c(=O)cc(N2CCOCC2)[nH]c1=O the results were MgcRacGAP inhibition -4%, GPR55 beta-arrestin 0.3%, SV40 large T antigen 3%, KOR beta-arrestin-1 2.6%, GPR55 antagonists -9%, KOR beta-arrestin-2 -10%, NOD1 NF-kB reporter -10%, NOD2 inhibition -11% and HIV peptide binding -0.7%.
Screening O=C1CC(c2ccco2)=Nc2ccccc2N1 returned MgcRacGAP inhibition 5%, GPR55 beta-arrestin 0.2%, SV40 large T antigen 9%, KOR beta-arrestin-1 8.9%, GPR55 antagonists -4%, KOR beta-arrestin-2 10%, NOD1 NF-kB reporter -22%, NOD2 inhibition 10% and HIV peptide binding -0.9%.
For S=C(NCCCCNC(=S)NCc1ccccc1)NCc1ccccc1 the results were MgcRacGAP inhibition 11%, GPR55 beta-arrestin -0.3%, SV40 large T antigen 3%, KOR beta-arrestin-1 -0.6%, GPR55 antagonists 2%, KOR beta-arrestin-2 -7%, NOD1 NF-kB reporter -16%, NOD2 inhibition -4% and HIV peptide binding -0.1%.

Among those listed so far, three contain a Cl atom:
For Clc1ccc(OCc2nc(-c3ccccn3)n[nH]2)cc1 the results were MgcRacGAP inhibition 6%, GPR55 beta-arrestin -0.2%, SV40 large T antigen 5%, KOR beta-arrestin-1 -1.8%, GPR55 antagonists -8%, KOR beta-arrestin-2 8%, NOD1 NF-kB reporter 12%, NOD2 inhibition 7% and HIV peptide binding 1.0%.
`COCCN1C(=O)N(c2ccc(Cl)cc2)C(=O)C1CC(=O)Nc1cc(OC)cc(OC)c1` (configuration not stated) gave MgcRacGAP inhibition 3%, GPR55 beta-arrestin -0.2%, SV40 large T antigen -7%, KOR beta-arrestin-1 -1.6%, GPR55 antagonists -16%, KOR beta-arrestin-2 8%, NOD1 NF-kB reporter 3%, NOD2 inhibition 9% and HIV peptide binding -0.5%.
`O=C(c1nnc(Cc2ccc(Cl)cc2)o1)N1CCc2ccccc2C1` gave MgcRacGAP inhibition 4%, GPR55 beta-arrestin -0.2%, SV40 large T antigen 0%, KOR beta-arrestin-1 -0.9%, GPR55 antagonists -2%, KOR beta-arrestin-2 -6%, NOD1 NF-kB reporter -23%, NOD2 inhibition 5% and HIV peptide binding 0.9%.
